# S1P4 antagonist: S1P4 receptor antagonists, primary screen, cell-based; Sphingosine 1-phosphate receptor 4 (Homo sapiens), O95977; S1P4-expressing cells, antagonist mode, reporter read-out; inhibition, % at 4.98 µM; 220,000 compounds, 0.26% hits; AID 1510, 2009; in the data active means inhibition above about 29%;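 further: 0% = wells stimulated with agonist and 100% = vehicle wells without agonist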
# Target sequence (O95977 whole entry, looked up): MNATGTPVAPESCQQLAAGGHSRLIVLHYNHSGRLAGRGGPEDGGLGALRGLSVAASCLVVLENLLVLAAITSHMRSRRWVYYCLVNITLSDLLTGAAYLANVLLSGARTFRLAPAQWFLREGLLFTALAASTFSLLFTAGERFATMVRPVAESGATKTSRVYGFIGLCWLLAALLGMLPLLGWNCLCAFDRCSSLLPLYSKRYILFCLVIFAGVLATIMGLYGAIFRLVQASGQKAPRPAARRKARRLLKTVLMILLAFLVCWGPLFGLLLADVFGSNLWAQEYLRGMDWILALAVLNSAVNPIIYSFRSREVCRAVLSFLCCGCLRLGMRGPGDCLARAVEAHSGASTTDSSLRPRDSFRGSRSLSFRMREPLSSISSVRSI
# EP2 antag: human EP2 receptor antagonists, primary screen, TR-FRET cAMP, C6 glioma cells. Prostaglandin E2 receptor EP2 subtype (Homo sapiens), P43116. inhibition, % at 25 µM. 260,000 compounds, 0.52% hits. C6 glioma cells expressing human EP2; cells stimulated with saturating PGE2;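 active means percent inhibition above 40 after rounding to a whole number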;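 further: rat C6 glioma host cells with rolipram phosphodiesterase inhibitor present; the protocol text gives 20 µM as final concentration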
# NPY Y1 blocker: NPY-Y1 receptor antagonists, primary screen, cell-based | Neuropeptide Y receptor type 1 (Homo sapiens), P25929 | HEK293-CNG Y1 cells, membrane potential fluorescence; NPY at EC95, then isoproterenol | inhibition, % at 3.6 µM | 200,000 compounds, 1% hits | AID 1040, 2008;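 active means inhibition above the campaign mean inhibition of all tested compounds plus 3 SD, cut at about 20% in these data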;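 further: 0% = DMSO wells given NPY plus isoproterenol and 100% = isoproterenol alone without NPY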
# Target sequence (P25929 whole entry, looked up): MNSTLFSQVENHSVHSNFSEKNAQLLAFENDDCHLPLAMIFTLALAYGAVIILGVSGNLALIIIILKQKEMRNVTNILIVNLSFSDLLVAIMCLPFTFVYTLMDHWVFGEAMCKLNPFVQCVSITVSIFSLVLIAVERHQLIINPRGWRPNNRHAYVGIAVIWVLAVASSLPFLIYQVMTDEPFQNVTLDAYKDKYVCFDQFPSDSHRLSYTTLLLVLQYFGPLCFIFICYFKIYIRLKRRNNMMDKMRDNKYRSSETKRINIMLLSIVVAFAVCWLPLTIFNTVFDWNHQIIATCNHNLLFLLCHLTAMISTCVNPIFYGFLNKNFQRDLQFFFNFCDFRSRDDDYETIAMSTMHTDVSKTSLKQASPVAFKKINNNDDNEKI
#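 Assay system: HEK293 cells with Y1 receptor plus CNG channel | Probe or stimulus: NPY (25 nM), isoproterenol (1 µM), Ro 20-1724 (25 µM) | Timing: Compound incubation 1 h at room temperature, readout 45 min post-stimulation | Measured by: Membrane-potential fluorescent dye readout | Benchmarks: High control isoproterenol alone, low control NPY with isoproterenol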
# S1P4 ag: S1P4 receptor agonists, primary screen, cell-based; Sphingosine 1-phosphate receptor 4 (Homo sapiens), O95977; S1P4-expressing cell line, agonist reporter assay; activation, % at 4.98 µM; 220,000 compounds, 0.35% hits; in the data active means activation above about 11%;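 further: 0% = DMSO vehicle and 100% = reference agonist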
# NPY-Y2 PAM-ag: NPY-Y2 potentiators or agonists, primary screen, cell-based. AID 1359, 2008. 220,000 compounds, 0.45% hits. activation, % at 3.6 µM. cells expressing NPY-Y2, potentiator/agonist read-out; in the data active means activation above about 27%;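 further: cells stimulated with NPY near EC25 plus isoproterenol at EC100; 0% = vehicle plus submaximal agonist and 100% = vehicle plus saturating agonist; some results beyond the cut were filed as inactive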
# NPY1 pot ag: NPY-Y1 receptor potentiators or agonists, primary screen, cell-based; Neuropeptide Y receptor type 1 (Homo sapiens), P25929; NPY-Y1 expressing cells, potentiator/agonist activation; activation, % at 3.6 µM; 220,000 compounds, 0.37% hits; in the data active means activation above about 33%, passing the limit was not always enough;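 further: cells stimulated with NPY at EC10 then isoproterenol at EC100; 0% = low agonist plus stimulus and 100% = saturating agonist plus stimulus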
# EP2 modulator: EP2 receptor modulators, cAMP readout, primary screen, cell-based, HTRF cAMP, PGE2 stimulation. Prostaglandin E2 receptor EP2 subtype (Homo sapiens), P43116. EP2-expressing cells, cAMP HTRF FRET, PGE2 co-stimulation. induction, % at 25 µM. 260,000 compounds, 0.83% hits;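 active means compounds whose cAMP rise, as percent of the full-agonist control response, exceeds 60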;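 further: rat C6 glioma line stably carrying human EP2 under a CMV promoter; the protocol text gives 20 µM as final concentration; 100% = response of wells given 1 µM PGE2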
# p97 inhibitor: inhibitors of human p97 ATPase, primary screen, biochemical; Transitional endoplasmic reticulum ATPase (Homo sapiens), P55072; recombinant p97 ATPase, Kinase-Glo ATP luminescence, 3 h; inhibition, % at 8 µM; 220,000 compounds, 0.42% hits; in the data active means inhibition above about 15%;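 further: 0% = DMSO vehicle and 100% = wells lacking enzyme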
# eIF4E-4G inh: eIF4E–eIF4G protein interaction inhibitors, primary screen, biochemical, uHTS, TR-FRET, eIF4GI fragment. Eukaryotic translation initiation factor 4E (Mus musculus) + Eukaryotic translation …. TR-FRET eIF4E-eIF4GI(517-606) binding, 2 h. inhibition, % at 21.7 µM. 220,000 compounds, 0.37% hits;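 active means inhibition above about 30%, limit read from the data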;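 further: 0% = full FRET control wells and 100% = background wells lacking eIF4GI fragment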
# Numbers without * were called inactive; . = not tested or not shown; [ ] = remark or other dose. Not all compounds are listed; the hit share may differ from the screen's.
SMILES,S1P4 antagonist,EP2 antag,NPY Y1 blocker,S1P4 ag,NPY-Y2 PAM-ag,NPY1 pot ag,EP2 modulator,p97 inhibitor,eIF4E-4G inh
COc1ccc2[nH]c(=O)c(CN(Cc3nnnn3Cc3ccco3)C3CCCCC3)cc2c1,-10.6,10.0,-7.3,0.0,-17.6,21.4,-31.3,-2.1,-6.7
Cn1c(SCC(=O)N/N=C/C=C\c2ccco2)nc2ccccc21,-1.1,3.9,0.8,2.8,6.3,17.6,-53.9,5.2,5.1[fluorescence artefact?]
CC(C)CC(=O)NC(NC(=S)Nc1cccc2cccnc12)C(Cl)(Cl)Cl (configuration not stated),-5.6,21.0,9.2,1.6,-21.3,-5.3,-16.6,0.0,0.7
O=C(CSc1ncnc2c1oc1ccccc12)NCC1CCCO1 (configuration not stated),-2.5,6.1,-3.8,2.2,3.3,11.0,.,3.8,.
O=C(Cc1ccccc1)N/N=C/c1ccccc1OCc1ccc(Cl)cc1,-3.5,6.7,2.6,-1.8,18.4,-12.6,23.0,-0.7,1.7
N=c1ccn2c(n1)OC1C(O)C(CO)OC12 (configuration not stated),0.4,7.8,.,-0.7,-16.5,5.0,12.3,4.5,-5.0
CN(C)c1ccc(/C=C2\CCCCC2=O)cc1,0.6,5.5,1.5,-1.6,-5.1,12.2,16.8,0.3,-3.5
CNC(=O)CCc1nc(-c2ccc(C(C)(C)C)cc2)no1,0.3,17.7,1.6,0.9,16.8,20.4,-25.1,5.8,-13.6[fluorescence artefact?]
CCN(CC)S(=O)(=O)c1ccc(C(=O)NCCCn2ccnc2)cc1,11.3,0.7,4.1,0.2,5.1,-5.7,-5.5,-4.6,-0.5
C=CCn1c(C)cc(C(=O)COc2ccc(S(=O)(=O)N3CCCC3)cc2[N+](=O)[O-])c1C,-9.5,14.4,-0.7,-0.7,-9.2,-31.1,-13.6,0.6,0.4
Cc1cc(NC(=O)CSc2ncn(-c3ccccc3)n2)no1,-8.1,18.4,6.7,-0.7,-6.3,-18.9,-12.7,-6.5,-16.2
Cc1ccccc1NC(=O)N1CCN(C(=O)c2ccco2)CC1,-30.6,8.2,-1.7,-0.1,-4.5,-15.3,-0.4,-0.5,-7.9
Cc1ccc(-c2c(C)c(-c3ccc(F)cc3)nc(N)c2C#N)o1,0.9,8.4,0.5,-0.5,-1.8,-25.2,2.4,8.9,5.5
Cc1cc(=O)[nH]c(N/N=C/c2c(O)n(-c3ccccc3)c(=O)c3ccccc23)n1,-0.4,7.0,0.1,29.2*,15.7,0.4,13.7,5.5,-5.7
O=C(NCc1ccco1)C(=O)NCC1OCCN1S(=O)(=O)c1ccccc1 (configuration not stated),3.3,6.0,3.5,1.7,10.2,-19.5,17.7,3.3,3.8
O=C(O)Cn1cnc2ccccc2c1=O,-2.8,13.5,-0.9,-1.3,3.5,-7.2,9.8,4.0,-7.1
CC(=O)Nc1ccc(N/C=C/C(=O)c2ccco2)cc1,-12.6,13.0,-5.3,0.6,7.9,8.7,-3.3,3.0,-1.0
Cc1ccc(-n2nc(C(=O)O)c(O)cc2=O)cc1,-8.7,5.5,2.4,-0.1,2.2,5.8,33.0,5.9,0.2
Cc1cccc2nc(CSc3nncn3-c3ccccc3)cn12,-4.8,15.8,-3.1,-1.3,7.4,-51.1,28.4,5.1,0.2
N#CCN1C(=S)N=C(Nc2cccc(Cl)c2)C12CCCCC2,-26.6,10.3,2.2,0.6,-13.0,-2.3,15.0,0.6,22.4

# Structures listed so far shown as hits in S1P4 ag.
SMILES | S1P4 antagonist | NPY Y1 blocker | S1P4 ag | NPY-Y2 PAM-ag | NPY1 pot ag | EP2 modulator | p97 inhibitor | eIF4E-4G inh
Cc1cc(=O)[nH]c(N/N=C/c2c(O)n(-c3ccccc3)c(=O)c3ccccc23)n1 | -0.4 | 0.1 | 29.2* | 15.7 | 0.4 | 13.7 | 5.5 | -5.7

# Later entries:
SMILES,S1P4 antagonist,EP2 antag,NPY Y1 blocker,S1P4 ag,NPY-Y2 PAM-ag,NPY1 pot ag,EP2 modulator,p97 inhibitor,eIF4E-4G inh
CCn1c(SCC(=O)Nc2ccc3c(c2)OCCO3)nnc1-c1cccs1,3.3,9.3,8.5,0.4,-6.2,-14.5,1.6,3.9,1.1[fluorescence artefact?]
Cc1cc(NC(=O)NCC(F)(F)F)no1,0.9,10.8,.,0.2,-10.7,25.7,9.2,5.4,-3.4
O=C(COC(=O)CNC(=O)C1CCCCC1)Nc1ccc2c(c1)OCCO2,-8.4,4.6,0.6,0.8,1.4,2.1,40.4,0.1,-0.8
COc1cc(S(=O)(=O)N2CCCC2)c(C)cc1C,-0.3,8.7,-0.6,-0.4,-0.8,9.5,23.6,0.2,-2.5
CCC(C(=O)OCC(=O)Nc1ccc(SC(F)F)cc1)c1ccccc1 (configuration not stated),19.4,7.5,-6.9,0.3,-0.1,8.5,24.5,-10.5,1.3
O=C(Nc1ccc(S(=O)(=O)N2CCCC2)cc1)c1ccc2c(=O)n3c(nc2c1)CCCCC3,-13.9,2.5,4.2,0.8,-2.3,-6.6,-11.3,6.5,0.3
c1ccc(-n2cnnc2SCc2cn3ccsc3n2)cc1,-4.2,1.8,3.1,1.1,9.2,-0.6,34.8,7.0,-4.5

# An excerpt of these results, bar-delimited:
Structure | S1P4 antagonist | EP2 antag | NPY Y1 blocker | S1P4 ag | NPY-Y2 PAM-ag | NPY1 pot ag | EP2 modulator | p97 inhibitor | eIF4E-4G inh
O=C(COC(=O)CNC(=O)C1CCCCC1)Nc1ccc2c(c1)OCCO2 | -8.4 | 4.6 | 0.6 | 0.8 | 1.4 | 2.1 | 40.4 | 0.1 | -0.8
COc1cc(S(=O)(=O)N2CCCC2)c(C)cc1C | -0.3 | 8.7 | -0.6 | -0.4 | -0.8 | 9.5 | 23.6 | 0.2 | -2.5
CCC(C(=O)OCC(=O)Nc1ccc(SC(F)F)cc1)c1ccccc1 (configuration not stated) | 19.4 | 7.5 | -6.9 | 0.3 | -0.1 | 8.5 | 24.5 | -10.5 | 1.3
O=C(Nc1ccc(S(=O)(=O)N2CCCC2)cc1)c1ccc2c(=O)n3c(nc2c1)CCCCC3 | -13.9 | 2.5 | 4.2 | 0.8 | -2.3 | -6.6 | -11.3 | 6.5 | 0.3

# Looked up above.
# Entry of `COc1cc(S(=O)(=O)N2CCCC2)c(C)cc1C` in S1P4 antagonist: -0.3
# Entry of `O=C(COC(=O)CNC(=O)C1CCCCC1)Nc1ccc2c(c1)OCCO2` in NPY1 pot ag: 2.1
# Entry of `O=C(Nc1ccc(S(=O)(=O)N2CCCC2)cc1)c1ccc2c(=O)n3c(nc2c1)CCCCC3` in S1P4 antagonist: -13.9

# Screening data as filed in PubChem.
